Assay outcomes deposited in PubChem BioAssay by several laboratories.
TRPC6 inh: inhibitors of mouse TRPC6 channel; Q61143; HEK293-TRPC6, membrane potential dye, ACh-evoked depolarization; hits give low values; B-score at 10 µM; 310,000 tested, 1.1% active; AID 2553;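 active = B-score under library mean minus 3 SD, initial fluorescence not abnormally high, positive integrated signal ratio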;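 note: B-score derived from integrated fluorescence ratio over the kinetic read; more negative B-score means stronger inhibition of depolarization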
MrgX1 antag: blocks BAM8-22 activation of human MrgX1 receptor | Q96LB2 | MRGX1-HEK293 calcium flux, Fluo-4, BAM8-22 antagonism; hits give low values | B-score at 10 µM | 310,000 tested, 1.3% active;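 active = calcium-response B-score plate-corrected more than 3 library SD below zero, starting fluorescence within 5 deviations, no agonist response on first addition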;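 note: peak minus trough fluorescence over baseline after final BAM8-22 challenge near maximal dose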
MrgX1 agonist: agonists of human MrgX1 receptor; Q96LB2; MrgX1-HEK293 cells, Fluo-4 calcium fluorescence, agonist mode; hits give high values; B-score at 10 µM; 310,000 tested, 0.44% active; AID 588627;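 active = calcium response B-score plate-corrected fluorescence ratio at least 3 library SD, with starting fluorescence B-score inside 5 SD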
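Material – MrgX1-expressing HEK293 cells · Input – 15,000 cells seeded per well · Dosing – compound as first of three additions · Times – overnight seeding, then 1 h dark dye loading · Measured by – kinetic Fluo-4 NW fluorescence of intracellular calcium · Read-out – B-scored fluorescence response ratio · Benchmarks – positive and negative control wells on each plate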
MrgX1 allo act: allosterically activates human MrgX1 receptor signaling; Q96LB2; MrgX1-HEK293, Fluo-4 calcium flux, FDSS; hits give high values; 310,000 tested, 0.63% active; AID 588675; B-score at 10 µM;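 active = plate-corrected calcium response at least 3 library SD above typical, normal starting fluorescence, not activating the receptor alone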;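 note: compound read alongside a low EC10 to EC30 dose of BAM8-22 agonist; peak minus trough fluorescence over baseline measured at the second addition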
TMEM16A act: mouse TMEM16A channel activation, primary screen. Q8BHY3. HEK293 TMEM16A/YFP-H148Q/I152L, iodide quench fluorescence; hits give low values. B-score at 10 µM. 340,000 tested, 0.3% active;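 active = fluorescence-ratio B-score plate-corrected deviation score at least 3 library SD below zero, with starting fluorescence score within 5 deviations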;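 note: channel opened by trigger with iodide after compound preincubation; score built on the fluorescence ratio of max minus min over baseline; more negative score means more quench and so TMEM16A activation or potentiation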
Target sequence (Q8BHY3 whole entry, looked up): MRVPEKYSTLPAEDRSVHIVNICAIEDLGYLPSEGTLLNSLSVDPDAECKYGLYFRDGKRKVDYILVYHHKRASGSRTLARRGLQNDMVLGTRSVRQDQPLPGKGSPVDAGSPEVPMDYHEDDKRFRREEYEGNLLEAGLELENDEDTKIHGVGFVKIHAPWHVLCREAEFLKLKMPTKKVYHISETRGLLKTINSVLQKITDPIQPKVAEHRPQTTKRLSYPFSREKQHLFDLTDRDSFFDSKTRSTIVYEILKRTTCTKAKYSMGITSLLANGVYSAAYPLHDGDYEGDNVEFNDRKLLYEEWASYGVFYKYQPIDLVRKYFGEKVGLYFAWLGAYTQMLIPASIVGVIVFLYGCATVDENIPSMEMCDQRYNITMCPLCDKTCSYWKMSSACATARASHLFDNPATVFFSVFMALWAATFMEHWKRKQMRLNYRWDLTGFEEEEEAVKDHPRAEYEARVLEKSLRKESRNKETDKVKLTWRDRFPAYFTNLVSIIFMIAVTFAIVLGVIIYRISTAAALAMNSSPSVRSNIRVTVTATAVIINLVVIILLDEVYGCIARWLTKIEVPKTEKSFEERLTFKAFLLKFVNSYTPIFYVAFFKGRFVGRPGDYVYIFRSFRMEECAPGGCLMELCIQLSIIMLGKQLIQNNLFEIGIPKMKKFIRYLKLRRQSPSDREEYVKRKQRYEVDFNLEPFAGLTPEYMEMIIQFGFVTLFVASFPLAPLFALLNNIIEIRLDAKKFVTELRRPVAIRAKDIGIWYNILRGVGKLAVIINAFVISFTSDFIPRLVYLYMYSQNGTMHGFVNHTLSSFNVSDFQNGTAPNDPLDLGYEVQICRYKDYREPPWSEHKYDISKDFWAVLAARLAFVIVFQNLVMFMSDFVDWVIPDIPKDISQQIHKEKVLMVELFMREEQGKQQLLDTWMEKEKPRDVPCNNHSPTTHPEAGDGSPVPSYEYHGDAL
ANO1 block: inhibitors of mouse TMEM16A calcium-activated chloride channel; 310,000 tested, 1.2% active; Q8BHY3; normalized B-score (activity score, 25-100; higher = stronger inhibition) at 10 µM; HEK293 TMEM16A/YFP iodide influx fluorescence, ionomycin;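 active = ratio plate-corrected score three or more library SD toward inhibition, starting fluorescence score within five deviations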;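 note: score derived from kinetic fluorescence span divided by baseline fluorescence per well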
TRPC6 act: activates the mouse TRPC6 cation channel; Q61143; HEK293-TRPC6 membrane potential dye fluorescence; hits give high values; B-score at 10 µM; 310,000 tested, 0.13% active; AID 2550;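 active = B-score of the integrated fluorescence ratio above library mean plus 3 SD, and starting fluorescence ratio within library mean plus 5 SD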;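 note: higher score means more depolarization so channel activation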
SKKanGAS inh: inhibitors of SKKanGAS S. pyogenes growth in kanamycin (SK-promoter or general growth effect) | BacTiter-Glo, 6 h | inhibition, % at 7.5 µM | 300,000 tested, 1.3% active;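 active = mean replicate score, as percent of positive control median, at least 50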;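 note: strain carries kanamycin resistance gene driven by streptokinase promoter and grows in 40 µg/ml kanamycin; loss of luminescence reflects streptokinase promoter inhibition or plain growth inhibition; 0% = median of DMSO wells and 100% = positive control at its reference dose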
TRPC4 potent: TRPC4 (mouse) allosteric potentiation | Q9QUQ5 | HEK293 TRPC4beta/mu-opioid, DAMGO EC20, Fluo-4 Ca2+ flux; hits give high values | B-score at 10 µM | 310,000 tested, 0.42% active | AID 2227;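 active = B-score of calcium response area above 5 SD of library B-scores, with initial fluorescence ratio within 5 SD of library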;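 note: B-score of integrated fluorescence ratio over time as area under calcium response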
TRPC4 block: blocks the mouse TRPC4 cation channel | HEK293 TRPC4beta/mu-opioid, DAMGO-evoked Fluo4 calcium flux; hits give low values | B-score at 10 µM | 300,000 tested, 0.39% active;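 active = B-score over 3 SD under the library average, no early fluorescence shift, positive overall ratio signal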
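Material: HEK293 cells with stable TRPC4beta plus mu-opioid receptor expression / Probe or stimulus: DAMGO in two steps, submaximal then maximal / Compound: single concentration per test compound / Technique: kinetic Fluo4 fluorescence imaging of calcium influx / Read-out: per-well B score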
TRPC4 act: TRPC4 (mouse) channel activation | Q9QUQ5 | HEK293 TRPC4beta/mu-opioid, Fluo4 calcium fluorescence; hits give high values | B-score at 10 µM | 310,000 tested, 0.49% active;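 active = B-score above 5 SD of library B-scores, and initial fluorescence ratio not above library mean plus 5 SD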;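 note: positive B-score marks a calcium rise read as TRPC4 activation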
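Assay system: HEK293 stable line with TRPC4beta plus mu-opioid receptor. Times: dye 45 min RT, read 110 s. Measured by: kinetic Fluo4 calcium fluorescence. Measure: B score of integrated ratio. Controls: assay buffer as low control, maximal DAMGO as high control.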
The depositor's hits bear a star; i = inactive; / = no result given.

no.	SMILES	TRPC6 inh	MrgX1 antag	MrgX1 agonist	MrgX1 allo act	TMEM16A act	ANO1 block	TRPC6 act	SKKanGAS inh	TRPC4 potent	TRPC4 block	TRPC4 act
1	COc1cc(C(C)=O)ccc1OCC(=O)Nc1ccccc1N1CCCCC1	i	i	i	i	i	i	i	7	i	i	i
2	CCOc1ccc(S(=O)(=O)Nc2cc(SCC(=O)O)c(O)c3ccccc23)cc1	i	i	i	i	i	i	i	14	i	i	i
3	CC1CC(C)CN(C(=O)C2CCN(S(=O)(=O)c3cccs3)CC2)C1 (configuration not stated)	i	i	i	i	i	i	i	26	i	i	i
4	O=C(c1ccc2c(c1)OCCO2)C1CCN(C(=O)Nc2ccc(F)cc2)CC1	i	i	i	i	i	i	i	0	i	i	i
5	Cc1nc2cc(-c3ccccc3)ccc2o1	i	i	i	i	i	i	i	0	i	i	i
6	COCCCNC(=S)N/N=C/c1cccc(OC)c1O	i	i	i	i	i	i	i	1	i	i	i
7	CCCOc1ccc(C(C)=O)cc1CN1CCOCC1	i	i	i	i	i	i	i	9	i	i	i
8	Cc1cc(C)cc(NC(=O)CCc2ccc(C)o2)c1	i	i	i	i	i	i	i	-12	i	i	i
9	C1CCN(c2c3c(nc4nnnn24)CCCC3)CC1	i	i	i	i	i	i	i	0	i	i	i
10	CN(C)S(=O)(=O)c1ccc(N2CCCC2)c(C(=O)NC(c2ccccc2)c2ccccc2)c1	i	i	i	i	i	i	i	0	i	i	i
11	CCc1c(C(=O)OCc2ccccc2)[nH]c(C)c1C	i	i	i	i	i	i	i	-4	i	i	i
12	CC(C)Nc1nc(SCC(=O)Nc2ccccc2)nc(N2CCOCC2)n1	i	i	i	i	i	i	i	3	i	i	i
13	O=C(Oc1ccc(Cl)c2cccnc12)c1cccc([N+](=O)[O-])c1	i	i	i	i	i	i	i	27	i	i	i
14	Cc1ccc(C)c(NC(=S)NNC(=O)c2csc(C)c2C)c1	i	i	i	i	i	i	i	-1	i	i	i
15	Cc1ccc(S(=O)(=O)N(C)CC(=O)NC2CCCC2)cc1	i	i	i	i	i	i	i	3	i	i	i
16	CCOC(=O)/C=C/C(=O)OCC(=O)NCc1ccccc1	i	i	i	i	i	i	i	/	i	i	i
17	COc1ccc(CCN(C)C(=O)CCc2nnc(-c3ccccc3)o2)cc1OC	i	i	i	i	i	i	i	-9	i	i	i
18	O=C(Nc1ccc(-c2nc3ccc(NC(=O)c4cccs4)cc3[nH]2)cc1)c1cccs1	i	i	i	i	i	i	i	0	i	i	i
19	Cc1ccc(-c2ccc(OC(=O)c3ccc(=O)[nH]c3)c(C)c2)cc1	-5.1*	i	i	i	i	i	i	30	i	i	i
20	COc1ccc(OCCNC(=O)c2ccccc2OCC(=O)N2CCCCC2)cc1	i	i	i	i	i	i	i	1	i	i	i
21	CC1CC(C)CN(c2oc(-c3ccccc3Cl)nc2C#N)C1 (configuration not stated)	i	i	i	i	i	i	i	1	i	i	i
22	O=C(COc1cccc2c1CCN(Cc1ccccc1)C2=O)N1CCCCC1	i	i	i	i	i	i	i	-4	i	i	i
23	CCc1ccc(C(=O)COC(=O)C2CCN(c3ccc(C(F)(F)F)cn3)CC2)cc1	i	i	i	i	i	i	i	-4	i	i	i
24	Cc1ccc2c(c1)NCC(C(=O)NC1CCCCC1)O2 (configuration not stated)	i	i	i	i	i	i	i	-2	i	i	i
25	CCOC(=O)C1CCN(C(c2cc(OC)c(OC)c(OC)c2)c2sc3nc(C)nn3c2O)CC1 (configuration not stated)	i	i	i	i	i	i	i	-4	i	i	i
26	CCOC(=O)c1c(C)c(C(=O)N(C)C2CCCCC2)c(C)n1C	i	i	i	i	i	i	i	2	i	i	i
27	Cc1ccc(CNC(=O)C2CC3Cn4c(nc5cc(Cl)c(Cl)cc54)C3N2C)o1 (configuration not stated)	i	i	i	i	i	i	i	9	i	i	i
28	O=C(CSc1nnc(CNC(=O)c2ccc(F)cc2)o1)Nc1ccc2c(c1)OCCO2	i	i	i	i	i	i	i	26	i	i	i
29	Cc1ccc(C(C(=O)Nc2ccc3c(c2)OCO3)N(C)C(=O)Cc2c[nH]c3ccccc23)cc1 (configuration not stated)	i	i	i	i	i	i	i	12	i	i	i
30	CC(=O)c1ccc(NC(=O)CSc2ccc(-c3ccc(-n4cccn4)cc3)nn2)cc1	i	i	i	i	i	i	i	1	i	i	i
31	CCCCCCNc1nc(NCc2ccco2)nc(OCC)n1	i	i	i	i	i	i	i	29	i	i	i
32	O=C(NC1CCCCC1)c1sc(=S)n2c1[nH]c(=O)c1ccccc12	i	i	47*	i	i	100*	i	60*	i	i	i
33	CCCn1c(=O)c(C(=O)Nc2ccccc2C)c(O)c2ccccc21	i	i	i	i	i	i	i	-6	i	i	i
34	CCC(=O)NNc1nc2c(C)cccc2s1	i	i	i	i	i	i	i	-38	i	i	i
35	C=C1CCN(Cc2ccccc2)S(=O)(=O)c2ccccc21	i	i	i	i	i	i	i	7	i	i	i
36	C[C@]12CC[C@@H]3c4ccc(O)cc4CC[C@H]3[C@@H]1CC[C@@H]2OC(=O)CCC(=O)O	i	i	i	i	i	i	i	6	i	i	i
37	COc1cccc(NC(=O)C(=O)N/N=C/c2cc(C)n(-c3ccc(Cl)c(Cl)c3)c2C)c1	i	i	i	i	i	i	i	12	i	i	i
38	CC(=O)Nc1ccc(C(=O)NNC(=O)CCCCC(=O)NNC(=O)c2ccc(NC(C)=O)cc2)cc1	i	i	i	i	i	i	i	-3	i	i	i
39	CCOc1ccc(OCCSc2nc(C)cc(=O)[nH]2)cc1	i	i	i	i	i	i	i	-5	i	i	i
40	COc1ccc(-c2noc(CN(C)CCC3CCCCO3)n2)cc1 (configuration not stated)	i	i	i	i	i	i	i	-4	i	i	i
41	CCCCn1cc(C(C)(C)C)c(C#N)c1NC(C)=O	i	i	i	i	i	i	i	-1	i	i	i
42	O=C(NC(=S)Nc1ccc(Cl)cc1)c1ccccc1	i	i	i	i	i	i	i	19	i	i	i
43	CC(C)CC(COCc1ccc(F)cc1)N1CCN(C(=O)c2cccc(C(F)(F)F)c2)CCC1=O (configuration not stated)	i	i	i	i	i	i	i	9	i	i	i
44	COc1cccc2c(N/N=C/c3ccco3)cc(C)nc12	i	i	i	i	i	i	i	-9	i	i	i
45	Cn1c(N)c(C(=O)COC(=O)[C@H](Cc2ccccc2)N2C(=O)c3ccccc3C2=O)c(=O)n(C)c1=O	i	i	i	i	i	i	i	10	i	i	i
46	COc1ccc(F)cc1C(=O)C1CCCN(C(=O)CSc2ccccn2)C1 (configuration not stated)	i	i	i	i	i	i	i	2	i	i	i
47	Nc1sc(-c2ccccc2)cc1C(=O)N/N=C/c1ccc(Cl)cc1	i	i	i	i	i	i	i	95*	i	i	i
48	O=C(CN1CCN(Cc2ccc(F)cc2Cl)C1=O)NCCCN1CCOCC1	i	i	i	i	i	i	i	-2	i	i	i
49	N/C(=N\O)c1ccncc1	i	i	i	i	i	i	i	-8	i	i	i
50	O=C(COC(=O)CNS(=O)(=O)c1ccc(F)c(F)c1F)NC1CCCC1	i	i	i	i	i	i	i	3	i	i	i
51	O=C(NC(=S)Nc1ccc(Br)cn1)c1cccs1	i	i	i	i	i	i	i	-14	i	i	i
52	CCOc1ccc(C2=Nn3c(nnc3-c3ccccn3)SC2)cc1	i	i	i	i	i	i	i	-6	i	i	i
53	O=C(NC1CCCCCC1)C1CCC(CNS(=O)(=O)c2ccc(Br)s2)CC1 (configuration not stated)	i	i	i	i	i	i	i	2	i	i	i
54	O=C(CCn1c(=O)oc2ccccc21)N(Cc1ccccc1)c1ccccn1	i	i	i	i	i	i	i	-5	i	i	i
55	COC(=O)c1sccc1NC(=O)c1ccco1	i	i	i	i	i	i	i	-2	i	i	i
56	COC(=O)c1cc(NC(=O)c2cccc(F)c2)cc(C(=O)OC)c1	i	i	i	i	i	i	i	-8	i	i	i
57	CCn1c(SCC(=O)NC(C)c2ccccc2)nc2ccccc21 (configuration not stated)	i	i	i	i	i	i	i	-2	i	i	i
58	COc1ccccc1CCNC(=O)C(=O)NCC1CCCN1S(=O)(=O)c1ccccc1 (configuration not stated)	i	-4.5*	i	i	i	i	i	-10	i	i	i
59	CCCCSc1cc(=O)[nH]c(N)n1	i	i	i	i	i	i	i	-18	i	i	i
60	O=C(CCCOc1ccc(Cl)cc1)NCC1CCCO1 (configuration not stated)	i	i	i	i	i	i	i	-8	i	i	i

A draw from above in order of molar mass, smallest number first.
no.	SMILES	TRPC6 inh	MrgX1 antag	MrgX1 agonist	MrgX1 allo act	TMEM16A act	ANO1 block	TRPC6 act	SKKanGAS inh	TRPC4 potent	TRPC4 block	TRPC4 act
41	CCCCn1cc(C(C)(C)C)c(C#N)c1NC(C)=O	i	i	i	i	i	i	i	-1	i	i	i
6	COCCCNC(=S)N/N=C/c1cccc(OC)c1O	i	i	i	i	i	i	i	1	i	i	i
32	O=C(NC1CCCCC1)c1sc(=S)n2c1[nH]c(=O)c1ccccc12	i	i	47*	i	i	100*	i	60*	i	i	i

Remaining list, next part
no.	SMILES	TRPC6 inh	MrgX1 antag	MrgX1 agonist	MrgX1 allo act	TMEM16A act	ANO1 block	TRPC6 act	SKKanGAS inh	TRPC4 potent	TRPC4 block	TRPC4 act
61	CCc1ccc(N(C(=O)c2csnn2)C(C(=O)NC2CCCCC2)c2cccnc2)cc1 (configuration not stated)	i	i	i	i	i	i	i	6	i	i	i
62	CC(C)c1ccc(NC(=O)C2CCCN(S(=O)(=O)c3ccc4c(c3)C(C)(C)C(=O)N4C)C2)cc1 (configuration not stated)	i	i	i	i	i	i	i	3	i	i	i
63	O=C1CC(N(C(=O)c2ccco2)c2cccc(Cl)c2)C(=O)N1c1cccc(Cl)c1 (configuration not stated)	i	i	i	i	i	i	i	-5	i	i	i
64	Cc1nc2ccc(NC(=S)N3CCC(C)CC3)cc2nc1C	i	i	i	i	i	i	i	-3	i	i	i
65	O=C1CCCc2c1[nH]c1ccccc21	i	i	i	i	i	i	i	0	i	i	i
66	COc1ccc(N=Nc2cc(C)ccc2O)cc1	i	i	i	i	i	i	i	16	i	i	i
67	COC(=O)C1=C(N)Oc2cc(C)[nH]c(=O)c2C1c1cc(OC)c(OC)c(OC)c1 (configuration not stated)	i	i	i	i	i	i	i	4	i	i	i
